Source: PubChem BioAssay
KLK7 zymogen act: activates the human kallikrein-7 zymogen. activation, % at 7 µM. actives 0.9% (n = 370,000). P49862. purified proKLK7, EDANS-DABCYL substrate fluorescence; 100% is mature enzyme control, 0% vehicle. AID 652039;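 active = activation above the mean of all tested compounds plus 3 SD, computed per campaign excluding outliers beyond control limits, cut at about 13% in these data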
Target sequence (P49862 whole entry, looked up): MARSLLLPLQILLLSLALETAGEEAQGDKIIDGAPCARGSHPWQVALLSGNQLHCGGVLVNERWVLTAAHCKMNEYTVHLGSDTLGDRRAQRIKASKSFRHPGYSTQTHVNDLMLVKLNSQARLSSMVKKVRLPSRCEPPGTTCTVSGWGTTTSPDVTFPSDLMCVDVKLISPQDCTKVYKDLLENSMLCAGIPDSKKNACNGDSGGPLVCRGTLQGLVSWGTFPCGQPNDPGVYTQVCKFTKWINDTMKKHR
ADAM17 inh: inhibitors of human ADAM17; P78536; recombinant ADAM17, EDANS/DABCYL FRET peptide cleavage; inhibition, % at 6.95 µM; actives 0.83% (n = 370,000); AID 720648;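 active = inhibition above the mean of compounds lying between control limits plus 3 SD, set per campaign, cut at about 8.5% in these data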;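 note: 0% = DMSO-only wells as the low control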
ARFGAP1 inhibitor: inhibitors of rat ARFGAP1. Q62848. Arfgap1-stimulated ARF1 GTP hydrolysis, GDP FP detection. inhibition, % at 16.5 µM. actives 0.26% (n = 360,000);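 active = inhibition above a per-plate limit, mean inhibition of low control wells plus 3 SD, cut at about 25% in these data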;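 note: 0% = DMSO wells with enzyme and 100% = wells lacking Arfgap1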
Target sequence (Q62848 1-136 limits assumed): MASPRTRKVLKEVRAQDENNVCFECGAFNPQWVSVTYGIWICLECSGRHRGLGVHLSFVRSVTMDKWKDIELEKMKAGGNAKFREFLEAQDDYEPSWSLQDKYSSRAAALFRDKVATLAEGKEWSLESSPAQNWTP
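Assay system: Rat Arfgap1 GAP domain (His6, aa 1-136), purified enzyme | Buffer or medium: HEPES 25 mM pH 7.5, NaCl 150 mM, MgCl2, DTT | Schedule: GTP hydrolysis reaction 2 h at 25 °C | Signal: FP of antibody-bound GDP Alexa 633 tracer, ex 620/em 688 nm | Measure: Percent inhibition of Arfgap1-stimulated GTP hydrolysis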
ASAP1 GAP inh: ASAP1 ArfGAP inhibition; inhibition, % at 16.5 µM; AID 624377; ASAP1-stimulated ARF1 GTP hydrolysis, GDP FP detection; actives 0.19% (n = 360,000); in the data active = inhibition above about 25%;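 note: 0% = vehicle with enzyme and substrate and 100% = no enzyme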
ADAM10 inh: ADAM10 inhibition, QFRET primary screen; O14672; recombinant ADAM10, EDANS/DABCYL FRET peptide cleavage, 3 h; inhibition, % at 7 µM; actives 0.62% (n = 370,000); AID 720582;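 active = inhibition above a per-campaign cutoff equal to the mean of compounds falling between control-based bounds plus 3 SD, cut at about 20% in these data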;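 note: 0% = DMSO wells while the 100% control is not disclosed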
PLCg1 inh: inhibitors of human phospholipase C gamma1. purified PLC-gamma1, fluorogenic substrate, fluorescence. inhibition, % at 12.2 µM. actives 0.84% (n = 370,000); in the data active = inhibition above about 9.5%
LEDGF integ inh: blocks HIV-1 LEDGF/p75-dependent DNA integration | AID 743269 | TR-FRET IN-LEDGF/p75 DNA integration, Eu/Cy5 | actives 0.64% (n = 370,000) | inhibition, % at 3.7 µM;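 active = inhibition above the screen-wide mean plus 3 SD, cut at about 13% in these data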;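 note: signal is the Cy5 over europium emission ratio at 671 and 618 nm; 0% = plate median of compound wells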
TDP2 inh: blocks human TDP2 phosphodiesterase activity; actives 0.34% (n = 370,000); O95551; inhibition, % at 12.8 µM; recombinant TDP2, T5PNP hydrolysis, p-nitrophenol absorbance 415 nm;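 active = inhibition above the mean of all tested compounds plus 3 SD, set per campaign, cut at about 25% in these data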;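 note: 0% = DMSO with enzyme and 100% = buffer with substrate but no TDP2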
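Incubation: 2 h at 37 °C; Test system: recombinant human TDP2; Quantity: enzyme 120 nM; Read-out basis: percent inhibition; Medium: 50 mM Tris-HCl pH 7.5 with Mg2+, KCl, DTT, BSA; Repeats: single replicate; Compound: 12.8 µM single point, 1% DMSO; Signal: epi absorbance; Reagent: 5 mM T5PNP chromogenic substrate; Benchmarks: no-enzyme high, DMSO-plus-enzyme low.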
DDE Tn7 FP inh: inhibitors of Tn7 peptide binding to human fibrin DD(E); actives 0.13% (n = 370,000); P02675; inhibition, % at 8.3 µM; AID 720508; FP displacement of FITC-Tn7 peptide from fibrin DD(E); 0% = median of compound wells per plate;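 active = inhibition above the mean of compounds falling within the control limits plus 3 SD of them, cut at about 14% in these data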;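 note: 0% = plate median of compound wells and 100% = 10 µM Aha-Tn7 peptide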
Target sequence (P02675 whole entry, looked up): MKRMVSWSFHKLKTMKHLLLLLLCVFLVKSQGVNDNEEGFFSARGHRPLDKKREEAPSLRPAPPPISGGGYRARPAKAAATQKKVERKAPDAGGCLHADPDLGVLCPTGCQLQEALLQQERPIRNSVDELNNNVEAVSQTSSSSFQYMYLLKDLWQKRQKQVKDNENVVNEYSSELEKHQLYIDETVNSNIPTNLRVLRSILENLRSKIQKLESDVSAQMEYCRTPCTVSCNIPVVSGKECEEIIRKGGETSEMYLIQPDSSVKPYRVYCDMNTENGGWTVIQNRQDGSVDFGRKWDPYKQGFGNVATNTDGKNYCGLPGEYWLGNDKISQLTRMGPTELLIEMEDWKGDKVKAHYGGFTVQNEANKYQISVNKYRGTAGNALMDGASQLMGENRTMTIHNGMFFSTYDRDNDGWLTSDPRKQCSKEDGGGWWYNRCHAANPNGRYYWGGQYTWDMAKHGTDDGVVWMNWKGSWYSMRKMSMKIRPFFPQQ
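assay system = human clot-derived fibrin DD(E) complex | quantity = Fibrin-DD(E) at 2 µM final | timing = 10 min preincubation, 3 h with tracer, room temperature | signal = fluorescence polarization | measure = percent inhibition | benchmarks = high control wells with 10 µM unlabelled Aha-Tn7 peptide (full inhibition) | replicates = singlicate testing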
DDE Tn6 FP inh: disrupts Tn6 cyclic peptide binding to fibrin D-Dimer-E complex; actives 0.21% (n = 370,000); Fibrin DD(E) TRITC-Tn6 fluorescence polarization displacement; inhibition, % at 8.3 µM; AID 720509;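 active = inhibition above a per-campaign cutoff: mean of compounds within control limits plus 3 SD, cut at about 15% in these data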;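 note: 0% = median of all compound wells on the plate and 100% = blocking peptide control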
An asterisk follows results filed as active.

Values in the order: KLK7 zymogen act	ADAM17 inh	ARFGAP1 inhibitor	ASAP1 GAP inh	ADAM10 inh	PLCg1 inh	LEDGF integ inh	TDP2 inh	DDE Tn7 FP inh	DDE Tn6 FP inh
C/C=C(\C)C(=O)NCCN1C2=NC[C@H](C(C)C)N2C[C@H]1Cc1ccc(O)cc1
    -0.7	1	-1	-11	2	1	1	7	-8	6
CCN1CCCC(OC(=O)C(c2ccccc2)c2ccccc2)C1 (centres undefined)
    -0.3	-4	5	-2	-4	1	-2	8	-4	10
COc1ccccc1C(=O)Nc1cc2cc(Br)ccc2oc1=O
    -0.2	-6	12	4	2	-2	2	-7	-5	-14
COc1ccnc(Oc2ccc(F)cc2)c1C#N
    0.6	0	1	6	10	5	1	-1	-6	-3
Cc1ccc(-c2csc3ncnc(SCC(=O)NCc4ccc5c(c4)OCO5)c23)cc1
    -0.1	0	-6	0	4	0	-1	-1	-4	5
CC(=O)Nc1ccc(C=NNc2ccc(S(=O)(=O)Nc3ccccc3C(=O)O)cc2[N+](=O)[O-])cc1
    0.3	5	12	16	13	11*	-6	3	-1	-17
Cc1cc(C)c2nc(N3CCC(C(=O)N4CCN(c5ncccn5)CC4)CC3)sc2c1
    0.0	-2	4	3	3	-2	0	-3	3	-5
CCC(C(=O)NCCc1ccc(OC)cc1OC)n1nc(C)n2c(cc3occc32)c1=O (centres undefined)
    0.0	-4	-17	-7	-4	-1	1	2	3	2
Fc1ccc(NC(=S)N/N=C/c2ccc(F)c(F)c2)cc1
    -0.2	-3	9	14	-1	1	-2	-7	-6	-3
COc1cc(C(=O)NCc2cccnc2)ccc1OCC(=O)Nc1cccc(C(F)(F)F)c1
    -0.3	-3	-1	6	-8	-4	0	8	-5	2
COc1ccccc1C=NN1CCCCCC1
    -1.2	-5	0	3	-18	2	-2	5	0	4
O=C(NC1CCCC1)C(c1ccc(F)cc1)N(Cc1ccc(F)cc1)C(=O)CCl (centres undefined)
    0.2	-5	-2	-11	-8	1	-2	5	6	-4
Cc1ccc(C(=O)OCc2cc(=O)n3c(C)csc3n2)s1
    -0.4	-4	1	4	-28	0	1	-7	0	-5
c1ccc2nc(-c3ccc4c(c3)OCO4)ccc2c1
    -2.4	-69	1	-4	-260	-138	-5	1	6	1
COCCN1C(=O)CN(S(C)(=O)=O)CC1(C)C(=O)Nc1ccc2c(c1)OCCO2 (centres undefined)
    -0.1	-2	0	7	1	3	7	2	0	0
O=C(COC(=O)Cc1cccc(C(F)(F)F)c1)NCC1CCCO1 (centres undefined)
    -0.4	0	3	15	0	3	2	-3	-6	-5
CCN(CC#CCC1(O)c2ccccc2-c2ccccc21)CCO
    0.3	-2	7	-15	3	1	0	-7	1	11
CC(C)C(=O)N1CCN(c2ccccc2NC(=O)c2cccc3ccccc23)CC1
    -0.2	2	2	2	5	2	2	7	10	-4
Oc1ccc(F)cc1-c1cc(-c2ccc3c(c2)OCCO3)n[nH]1
    0.2	7	19	11	23*	-2	0	-3	0	-10
COc1cc(-c2nnc(SC/C=C/c3ccccc3)n2N)cc(OC)c1OC
    -0.6	0	-10	-4	4	5	1	9	13	3

In another format: entries from further up.
COCCN1C(=O)CN(S(C)(=O)=O)CC1(C)C(=O)Nc1ccc2c(c1)OCCO2 (centres undefined)
  KLK7 zymogen act: -0.1
  ADAM17 inh: -2
  ARFGAP1 inhibitor: 0
  ASAP1 GAP inh: 7
  ADAM10 inh: 1
  PLCg1 inh: 3
  LEDGF integ inh: 7
  TDP2 inh: 2
  DDE Tn7 FP inh: 0
  DDE Tn6 FP inh: 0

Oc1ccc(F)cc1-c1cc(-c2ccc3c(c2)OCCO3)n[nH]1
  KLK7 zymogen act: 0.2
  ADAM17 inh: 7
  ARFGAP1 inhibitor: 19
  ASAP1 GAP inh: 11
  ADAM10 inh: 23*
  PLCg1 inh: -2
  LEDGF integ inh: 0
  TDP2 inh: -3
  DDE Tn7 FP inh: 0
  DDE Tn6 FP inh: -10

COc1cc(-c2nnc(SC/C=C/c3ccccc3)n2N)cc(OC)c1OC
  KLK7 zymogen act: -0.6
  ADAM17 inh: 0
  ARFGAP1 inhibitor: -10
  ASAP1 GAP inh: -4
  ADAM10 inh: 4
  PLCg1 inh: 5
  LEDGF integ inh: 1
  TDP2 inh: 9
  DDE Tn7 FP inh: 13
  DDE Tn6 FP inh: 3

The listing continues.
Values in the order: KLK7 zymogen act	ADAM17 inh	ARFGAP1 inhibitor	ASAP1 GAP inh	ADAM10 inh	PLCg1 inh	LEDGF integ inh	TDP2 inh	DDE Tn7 FP inh	DDE Tn6 FP inh
Cc1ccccc1NC(=O)COC(=O)CN1C(=O)NC(C)(C)C1=O
    0.5	-1	-1	5	3	4	0	-1	2	1
C/C(Cc1ccccc1)=N\NC(=O)CNC(=O)c1ccccc1Br
    0.5	-2	-2	6	1	1	0	4	1	-3
O=C(COC(=O)CCc1ccccc1)NC1CCS(=O)(=O)C1 (centres undefined)
    0.2	3	-9	4	4	3	7	-4	-7	-13
COC(=O)CCC(=O)NC(=S)Nc1c(C)cccc1C
    0.1	4	2	4	6	2	-1	0	6	5
Cc1ccc2sc(N(CCN(C)C)C(=O)/C=C/c3cccs3)nc2c1C
    -13	-6	13	-11	-21	-13	-1	-3	2	-8
N#CCC1c2ccccc2CCN1C(=O)Nc1ccc(Cl)cc1 (centres undefined)
    0.4	-2	-2	5	3	-1	-3	2	-3	-8
O=C(O)c1ccc(Cl)c(S(=O)(=O)Nc2ccccc2Cc2ccccc2)c1
    -0.6	-4	11	-4	7	-3	1	-5	7	1
COC(=O)c1cccc(C(=O)N2CCC(CCC(=O)NCc3ccc(F)cc3)CC2)c1
    0.2	-4	-12	-8	7	2	1	-3	0	5
CC(=O)Nc1ccc(NC(=O)C(C)OC(=O)C2CCN(S(=O)(=O)c3ccc4c(c3)OCCO4)CC2)cc1 (centres undefined)
    0.7	-2	5	-1	-4	3	-4	15	1	-3
O=C(O)C1=NN(c2ccccc2)C(=O)C1
    0.2	0	9	-4	4	2	-2	10	-6	-6

Going on with the list:
SMILES,KLK7 zymogen act,ADAM17 inh,ARFGAP1 inhibitor,ASAP1 GAP inh,ADAM10 inh,PLCg1 inh,LEDGF integ inh,TDP2 inh,DDE Tn7 FP inh,DDE Tn6 FP inh
Clc1ccc(Oc2cccc(/C=N/n3cnnc3)c2)cc1,0.1,2,7,9,1,1,-2,-7,-7,-6
O=C(CSc1ncnc2c1oc1ccccc12)Nc1nc2ccccc2s1,-0.3,1,0,6,10,9.6*,7,0,0,-2
CCc1nc2ccc(C(=O)Nc3cc(-c4ccccc4)ccc3OC)cn2c1N(CC)CC(=O)N(C)C,-0.8,-5,-3,-2,-7,-9,0,-4,0,-3
CCOc1ccccc1OCCCC(=O)Nc1cccc(S(=O)(=O)N2CCOCC2)c1,-0.2,-4,0,-7,-3,0,-2,1,-2,5
O=C(c1ccc(C#CC2(O)CCCCC2)cc1)N1CCN(Cc2ccccc2)CC1,0.0,1,12,10,5,-1,0,3,5,-1
Cc1ccccc1-n1nc(C)c(N=O)c1N,-0.1,-3,-3,-10,-1,2,0,-3,-8,-8
Cc1cc(C(=O)NCC(c2cccs2)N2CCOCC2)ccc1[N+](=O)[O-] (centres undefined),0.4,1,8,3,-14,-2,-4,-8,1,1
Cc1ccc(C(=O)OCC(=O)Nc2cc(S(C)(=O)=O)ccc2Cl)cc1S(=O)(=O)N1CCCCC1,0.2,4,17,3,2,1,-4,-11,1,-10
FC(F)(F)COc1ccc(-n2ccnc2)nn1,-0.2,-4,-7,-6,5,1,-5,7,7,-2
CC(=O)Nc1nc2c(F)cccc2s1,0.0,-1,-1,-8,-6,-1,-1,7,2,-4
CCCCOc1ccc(C(=O)Oc2cc(C)[nH]c(=O)c2[N+](=O)[O-])cc1,0.1,-2,-2,-4,2,3,7,-12,-5,-6
COc1ccc(-c2ccc3c(n2)CCCN3S(=O)(=O)c2c(C)noc2C)cc1,0.9,-12,13,-7,-52,-47,2,-4,-2,-3
Cc1nnc(NC(=O)c2ccc(S(=O)(=O)N3CC(C)CC(C)C3)cc2)o1 (centres undefined),0.1,-3,-6,2,9,-2,0,-1,3,-3
CCCNC(=O)c1cccc(Cn2cc(Br)c([N+](=O)[O-])n2)c1,0.2,-3,11,8,-2,-4,0,0,-2,0
O=C(Nc1ccncc1)c1cc(S(=O)(=O)N2CCCC2)ccc1Cl,-0.3,-3,-1,6,-21,1,-4,0,-7,7
O=C(COC(=O)CCc1ccc(S(=O)(=O)N2CCOCC2)cc1)Nc1cccc(Cl)c1,0.2,0,9,5,-2,2,3,-10,4,0
CC(=O)N(Cc1nc2sc(C)c(C)c2c(=O)[nH]1)C1CCCC1,-0.5,-4,1,1,1,0,2,8,-3,0
O=C(CNC1CCCCC1)NCC1(c2ccccc2)CCCC1,0.0,0,13,4,3,2,1,-5,0,-6
COc1ccccc1C(=O)N1CCN=C1SCc1cccnc1,0.5,-4,2,-7,-2,-1,0,-3,3,0
Cc1cc(C)nc(N2CCC(C(=O)NCc3cccc(C(F)(F)F)c3)CC2)n1,0.1,-2,-3,5,2,2,-2,4,-3,1
Cc1c(C(=O)O)sc2nc(SCC(=O)Nc3ccc(S(=O)(=O)NC(C)(C)C)cc3)[nH]c(=O)c12,0.1,-8,1,5,-8,-4,1,-10,-1,7
COc1ccc(NC(=O)CN2CCN(C(=O)N3CCOCC3)CC2)cc1,-0.3,-3,5,3,-4,-1,-2,5,-2,4

An excerpt of these results, as labelled records:
> COc1ccccc1C(=O)N1CCN=C1SCc1cccnc1
  KLK7 zymogen act: 0.5
  ADAM17 inh: -4
  ARFGAP1 inhibitor: 2
  ASAP1 GAP inh: -7
  ADAM10 inh: -2
  PLCg1 inh: -1
  LEDGF integ inh: 0
  TDP2 inh: -3
  DDE Tn7 FP inh: 3
  DDE Tn6 FP inh: 0

> Clc1ccc(Oc2cccc(/C=N/n3cnnc3)c2)cc1
  KLK7 zymogen act: 0.1
  ADAM17 inh: 2
  ARFGAP1 inhibitor: 7
  ASAP1 GAP inh: 9
  ADAM10 inh: 1
  PLCg1 inh: 1
  LEDGF integ inh: -2
  TDP2 inh: -7
  DDE Tn7 FP inh: -7
  DDE Tn6 FP inh: -6

> CCc1nc2ccc(C(=O)Nc3cc(-c4ccccc4)ccc3OC)cn2c1N(CC)CC(=O)N(C)C
  KLK7 zymogen act: -0.8
  ADAM17 inh: -5
  ARFGAP1 inhibitor: -3
  ASAP1 GAP inh: -2
  ADAM10 inh: -7
  PLCg1 inh: -9
  LEDGF integ inh: 0
  TDP2 inh: -4
  DDE Tn7 FP inh: 0
  DDE Tn6 FP inh: -3

Random draw from the library. About 4.2% of those tested had a hit in this group.
